Screens as filed in PubChem.
GCN5L2 inh: qHTS Assay for Inhibitors of GCN5L2; GCN5L2 HAT assay, ThioGlo1 CoA-SH fluorescence; 390,000 tested, 0.21% active; AID 504327, 2011; Potency, µM (doses to about 58.9 µM), without a hit: at the highest dose activity change, negative = inhibition, most hits filed as inhibitors
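Compounds, pin-transferred from DMSO stocks, meet 20nM GCN5L2 for 15 min before the reaction begins with H3(1-25) peptide (75uM) and acetyl-CoA (70uM). Thiol-reactive ThioGlo1 reports CoA release over 20 min at room temperature.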
FEN1 inh: qHTS Assay for the Inhibitors of Human Flap endonuclease 1 (FEN1) | P39748 | Recombinant FEN1 flap cleavage, fluorescence, 15 min | Potency, µM (series often up to 114 µM), for inactives: top-dose activity change, negative = inhibition, usual class: inhibitors | 390,000 tested, 0.35% active | AID 588795, 2011; note: nearly all actives have a fitted effect of over 65% in size
Target sequence (P39748 whole entry, looked up): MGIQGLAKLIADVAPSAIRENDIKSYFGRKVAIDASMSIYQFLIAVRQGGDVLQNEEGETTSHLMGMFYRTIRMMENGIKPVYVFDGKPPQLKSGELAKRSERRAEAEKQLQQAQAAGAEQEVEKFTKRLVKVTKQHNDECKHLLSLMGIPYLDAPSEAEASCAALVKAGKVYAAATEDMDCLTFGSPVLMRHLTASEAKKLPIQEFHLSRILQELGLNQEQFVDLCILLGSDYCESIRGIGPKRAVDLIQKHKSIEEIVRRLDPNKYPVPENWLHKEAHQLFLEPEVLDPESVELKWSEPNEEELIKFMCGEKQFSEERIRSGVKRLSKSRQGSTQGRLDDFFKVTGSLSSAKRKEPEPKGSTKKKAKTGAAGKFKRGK
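Recombinant FEN1 (10 nM) was preincubated with pin-transferred compounds for 15 min at room temperature, then flap DNA substrate (50 nM final) was added. Plates were read at 0 and 15 min, and normalized concentration–response data were fitted to a four-parameter Hill equation.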
TDP1 cell CPT: qHTS for Inhibitors of human tyrosyl-DNA phosphodiesterase 1 (TDP1): qHTS in cells in presence of CPT | Potency, µM (highest dose often 46.2 µM), for inactives: at the highest dose activity change, negative = growth inhibition, hits mostly inhibitors | chicken DT40 Tdp1-/-;hTDP1 cells + 20 nM CPT, ATP luminescence, 48 h | 420,000 tested, 12% active; note: nearly all actives have a fitted effect of over 55% in size
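Chicken DT40 Tdp1-/- cells complemented with human TDP1, 400 cells/well, exposed to compounds plus 20 nM camptothecin for at least 48 h at 37 C; viability read as ATP content by CellTiter-Glo luminescence.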
Active calls of the source: *; ? = inconclusive; nt = not tested or not shown; & = joins results of further samples; [ ] = dose if it differs, or a comment. Calls come from the whole dose curve; as a rule, active = well fitted curve in the direction sought with a large enough effect; inconclusive = small, poorly fitted or top-dose-only effect, or another doubt; inactive = no such curve, though single readings can be large; an effect the other way counts as inactive or inconclusive. % is set by controls: 0 for no effect and ±100 for the full control effect; potency is the fitted concentration of half-maximal effect.

Start of the data: the first four records, ahead of the listing:
Each structure is followed by: TDP1 cell CPT | GCN5L2 inh | FEN1 inh
- CC(=O)c1c(C)n(-c2ccc(Cl)cc2)c2ccc(O)cc12
  ? | -2% | -11%
- COC(=O)[C@@H]1C[C@@]2(O)[C@@H](O)[C@@H](O)[C@@H](O)C[C@H]2N1CC1CCCCC1
  4% | 17% | -19%
- Cc1cccc2c3c([nH]c12)CCN(C)C3
  24% | 15% | -9%
- Cc1csc(SCC(=O)NCCc2ccc(Cl)cc2Cl)n1
  -14% | 9% | -11%

This part in full, from the start:
Each structure is followed by: TDP1 cell CPT | GCN5L2 inh | FEN1 inh
- CC(=O)c1c(C)n(-c2ccc(Cl)cc2)c2ccc(O)cc12
  ? | -2% | -11%
- COC(=O)[C@@H]1C[C@@]2(O)[C@@H](O)[C@@H](O)[C@@H](O)C[C@H]2N1CC1CCCCC1
  4% | 17% | -19%
- Cc1cccc2c3c([nH]c12)CCN(C)C3
  24% | 15% | -9%
- Cc1csc(SCC(=O)NCCc2ccc(Cl)cc2Cl)n1
  -14% | 9% | -11%
- CCOC(=O)NN=C1c2ccccc2-c2ccccc21
  ? | ? | 1%
- O=C(NCC1CCCN1S(=O)(=O)c1cccs1)C(=O)Nc1ccc(F)cc1 (configuration not stated)
  -50% | 1% | -1%
- O=C(/C(=C/c1ccc(Cl)cc1)c1nc2ccccc2[nH]1)c1ccccc1
  13µM* | -1% | -4%
- COc1cc(OC)c(-c2c3cc(O)c(=O)cc-3oc3cc(O)c(O)cc23)cc1OC
  ? | 4% | 50µM*
- O=C(COc1cc(O)c2c(=O)cc(-c3ccccc3)oc2c1)c1ccccc1
  -30% | -3% | 0%
- Cc1oc(-c2cccc(C(F)(F)F)c2)nc1CN1CCN(c2ccccn2)CC1
  -14% | -9% | -18%
- COC(=O)CNC(=O)C(Cc1ccccc1)NS(=O)(=O)c1ccc2c(c1)c(=O)n(C)c(=O)n2C (configuration not stated)
  -1%&5% | 1%&-6% | 3%&-9%
- CCN(C(=O)COC(=O)C1CC1C)c1c(N)n(Cc2ccccc2)c(=O)[nH]c1=O (configuration not stated)
  -4% | 0% | -1%
- Cc1ccc2[nH]c(=O)c3cc(C(=O)NC(C)C)sc3c2c1
  ? | -5% | 8%
- Cc1cc(NC(=O)c2cccc(N3C(=O)CCC3=O)c2)no1
  ? | 8% | 0%
- O=C(COC(=O)c1cc(S(=O)(=O)N2CCCCC2)ccc1N1CCOCC1)c1ccc(F)cc1
  6% | -7% | 5%
- Cc1nn(C(=O)c2ccc(Cl)cc2)c(C)c1S(=O)(=O)N1CCOCC1
  -16% | -1% | 4%
- CC(=O)Nc1ccc(NC(=O)COC(=O)c2ccco2)cc1
  5% | 2% | -6%
- Cc1cccc(NC(=O)CSc2nnc3c4ccccc4n(C)c3n2)c1
  -11% | -11% | 18%
- COc1cccc(CN(C(=O)COc2ccc(Cl)cc2)C2CCS(=O)(=O)C2)c1 (configuration not stated)
  -26% | 7% | 16%
- Cc1ccc(N2C(S)=C(C#N)C(=O)NC2c2ccco2)cc1 (configuration not stated)
  23µM* | -9% | -3%
- CCO[C@H]1OC(C(=O)NCc2nc3ccccc3[nH]2)=C[C@@H](c2ccc(C(F)(F)F)cc2)[C@@H]1CCCO
  ? | 4% | 8%
- Cc1ccc(S(=O)(=O)n2nc(C)c(S(=O)(=O)N3CCCCCC3)c2C)cc1C
  2% | 1% | 4%
- COc1ccc(C(=O)NCCn2cc(SCC(=O)NCCc3ccc(OC)c(OC)c3)c3ccccc32)cc1
  18µM* | -3% | -1%
- Cc1ccc(S(=O)(=O)N2CCCCC2)cc1NC(=O)c1cncc(Br)c1
  ? | -6% | -6%
- NS(=O)(=O)c1ccc(S(=O)(=O)N2CCCC2)cc1
  -26% | 0% | -7%
- Cc1cc(C)c(NC(=O)C[N+](C)(C)CC(O)COc2cccc3ccccc23)c(C)c1 (configuration not stated)
  18µM* | 15% | -5%
- Cc1ccc(NC(=O)CC(C)CC2=NS(=O)(=O)c3ccccc3N2)cc1 (configuration not stated)
  -7% | -4% | 12%
- O=C(COC(=O)c1ccc2c(c1)OCO2)NC1CCS(=O)(=O)C1 (configuration not stated)
  10% | -1% | -7%
- CC(=O)Nc1ccc(NC(=O)C(C)OC(=O)CCCc2c[nH]c3ccccc23)cc1 (configuration not stated)
  9% | -7% | -3%
- CC(=O)Nc1cccc(OCC(=O)NS(=O)(=O)c2ccc(C)cc2)c1
  -5% | -6% | 8%
- Cc1ccc(-c2n[nH]c(=S)n2/N=C/c2c(C)nn(-c3ccccc3)c2C)cc1
  ? | 16% | -4%
- O=C(COC(=O)c1cccc(S(=O)(=O)N2CCCCC2)c1)NC1CCCc2ccccc21 (configuration not stated)
  -2% | -3% | -1%
- Cc1ccccc1CNC(=O)C1CCN(c2nn3cc(-c4ccc(F)cc4)nc3s2)CC1
  -19% | 1% | 0%
- O=C(Cn1cc(S(=O)(=O)c2ccccc2)c(=O)c2cc3c(cc21)OCO3)Nc1ccc(Cl)cc1
  ? | 1% | -7%
- Cn1nc(-c2ccccc2)c(-c2ccccc2)c(C(=O)Nc2ccccc2C(N)=O)c1=O
  ? | -6% | 38%[activator]
- COc1ccccc1-n1c(CCn2nc(C)c(Br)c2C)n[nH]c1=S
  -24% | 0% | -5%
- O=C(CCN1C(=O)C2C3C=CC(C4CC34)C2C1=O)Nc1ccc(Cl)cc1O (configuration not stated)
  -3% | -22% | -8%
- COc1ccc(Cc2nnc(NC(=O)c3cccc([N+](=O)[O-])c3)s2)cc1
  -19% | 1% | -1%
- COc1ccc(-c2n[nH]c(=S)n2-c2ccc(Br)cc2)cc1OC
  7% | -11% | -6%
- CCCCN1C=C(C(=O)OCC)C(=O)CC1
  5% | nt | -11%
- Cc1ccc(CNC(=O)Cn2c(=O)n(-c3ccc(Cl)cc3)c(=O)c3c(C)c(C)sc32)cc1
  -8% | 0% | 19%
- COc1ccccc1N1CCN(C(=O)C2CCN(S(=O)(=O)c3ccc(Cl)cc3)CC2)CC1
  ? | -3% | -24%
- CCOc1cccc2cc(C(=O)N3CC(C)OC(C)C3)c(=O)oc12 (configuration not stated)
  6% | -2% | 22%
- Cc1ccc(NC(=O)Cc2c(O)c3ccccc3[nH]c2=O)c(C)c1
  -3% | -1% | 6%
- COc1ccc(-c2nc(SCC(=O)NC3CCCC3)c(-c3ccc(C)cc3)[nH]2)cc1OC
  ? | -9% | -11%
- C=CCNc1ccc(N2C(=O)CCCC2=O)cc1[N+](=O)[O-]
  -6% | -19% | 4%
- CCCN1CCN(C(=S)Nc2ccccc2C(F)(F)F)CC1
  -3% | 2% | 1%
- O=C(Nc1ccc2nc3n(c(=O)c2c1)CCCC3)c1cc([N+](=O)[O-])ccc1F
  2.1µM* | -2% | 1%
- COc1ccc(O)c(/C=N/NC(=S)NCCc2ccccc2)c1
  ? | -28% | -8%
- CN1C(c2ccc(F)cc2)=CS/C1=C(/C#N)c1nnc2n1-c1ccccc1SC2
  ? | nt | 10%
- O=C(NCCc1cccs1)C1CC(c2ccccc2F)=NO1 (configuration not stated)
  -23% | -4% | 19%
- COc1ccc(OC)c(S(=O)(=O)NCCc2csc(-c3cccnc3)n2)c1
  -7% | -27% | -1%
- COc1ccc(S(=O)(=O)NCC(c2cccnc2)N2CCN(c3ccccc3OC)CC2)cc1C (configuration not stated)
  ? | -2% | -13%
- CN(c1cccc(NC(=O)CN(c2cccc(Cl)c2)S(=O)(=O)c2ccc(Cl)cc2)c1)S(C)(=O)=O
  ? | -15% | -7%
- Cc1ccc2nc(N3C(=O)C(O)=C(C(=O)c4ccco4)C3c3ccc(C)o3)sc2c1 (configuration not stated)
  6% | -6% | -1%
- N#Cc1ccccc1Sc1ccccc1N
  -1% | 0% | -15%
- CC(=O)OCC1=C(C(=O)O)N2C(=O)C(NC(=O)c3ccc(COc4ccc(Cl)cc4)o3)C2SC1 (configuration not stated)
  -4% | -4% | -10%
- CCOc1ccc(-n2c(SCc3nc(-c4ccccc4C)no3)nnc2-c2ccccc2)cc1
  -10% | -2% | 16%
- C[C@@H]1CN([C@@H](C)CO)C(=O)Cc2cc(NS(=O)(=O)c3cn(C)cn3)ccc2O[C@@H]1CN(C)C(=O)Nc1ccccc1
  1% | 0% | -4%
- CCc1cccc(NC(=O)CCNS(=O)(=O)c2ccc3c(c2)CCN3C(C)=O)c1
  ? | 1% | 12%

Profiles as entered above. Values in the order: TDP1 cell CPT | GCN5L2 inh | FEN1 inh
Record of CCCCN1C=C(C(=O)OCC)C(=O)CC1 → 5% | nt | -11%
Record of CCCN1CCN(C(=S)Nc2ccccc2C(F)(F)F)CC1 → -3% | 2% | 1%
Record of C[C@@H]1CN([C@@H](C)CO)C(=O)Cc2cc(NS(=O)(=O)c3cn(C)cn3)ccc2O[C@@H]1CN(C)C(=O)Nc1ccccc1 → 1% | 0% | -4%
Record of C=CCNc1ccc(N2C(=O)CCCC2=O)cc1[N+](=O)[O-] → -6% | -19% | 4%
Record of N#Cc1ccccc1Sc1ccccc1N → -1% | 0% | -15%

Next section:
Each structure is followed by: TDP1 cell CPT | GCN5L2 inh | FEN1 inh
- C=C1CCN([C@@H](CC(C)C)C(=O)NCc2ccco2)S(=O)(=O)c2ccccc21
  ? | nt | 6%
- CC(C)(C)[C@H]1C=C(C(=O)N2CCOCC2)O[C@@H](OCc2ccc(CO)cc2)C1
  -20% | -8% | 17%
- Cc1ccc(CNC(=O)c2ccc(CNS(=O)(=O)c3ccc4c(c3)C(C)(C)C(=O)N4C)cc2)o1
  7% | 1% | -19%
- Cc1ccc(NC(=O)[C@H](NC(=O)[C@@H]2Cc3ccccc3CN2)c2ccccc2)cc1
  -12% | -6% | -16%
- O=C(N/N=C/c1c[nH]c2ccccc12)c1ccccc1O
  12% | ? | -16%
- COc1ccc(Oc2cccc(Cl)c2CNC(=O)CC(C)(C)CC(=O)O)cc1
  -2% | -6% | 12%
- O=C(NCC(=O)N1CCN(C(=O)c2ccco2)CC1)c1ccccc1
  12% | -3% | -3%
- CCC(=O)NC(c1ccc(Cl)cc1Cl)c1ccc2cccnc2c1O (configuration not stated)
  5.2µM* | 4% | -19%
- COCCNc1nc(Cl)c(C#N)s1
  -1% | -3% | 21%
- COc1ccc(C)cc1NC(=O)CCNC(=O)Cn1ccc2ccccc2c1=O
  -4%&-13% | -4%&0% | 13%&-4%
- Cc1ccc(NC(=O)CCN2C(=O)C3CC=CCC3C2=O)cc1Cl (configuration not stated)
  -16% | -7% | -6%
- CC(C)(C)CN1CCC(Oc2cccc(C(=O)N3CCC[C@H]3CO)c2)CC1
  -3% | -1% | -7%
- Cc1ccc(C)c(NC(=O)CSc2nnc(-c3cc4occc4n3C)n2-c2ccccc2C)c1
  ? | -6% | -17%
- CCOc1ccc(CCNC(=O)CSCC(=O)Nc2cccc(C)c2)cc1OCC
  ? | -5% | -10%
- CC(C)OC(=O)c1c(NC(=O)C2CC=CCC2C(=O)O)sc2c1CCCCC2 (configuration not stated)
  -15% | -18% | -3%
- Cn1cc(S(=O)(=O)c2cccc(Cl)c2)c(=O)c2cc(F)c(N3CCN(c4ccc(F)cc4)CC3)cc21
  7% | -5% | -7%
- O=c1c2ccccc2[nH]c(=S)n1CCCN1CCN(C2CCCCC2)CC1
  17% | -7% | -2%
- CC(=O)c1cccc(NC(=O)[C@H](Cc2ccccc2)N2Cc3ccccc3C2=O)c1
  -4% | -12% | -17%

As a short view, part of the list above:
Each structure is followed by: TDP1 cell CPT | GCN5L2 inh | FEN1 inh
- Cc1ccc(CNC(=O)c2ccc(CNS(=O)(=O)c3ccc4c(c3)C(C)(C)C(=O)N4C)cc2)o1
  7% | 1% | -19%
- Cc1ccc(NC(=O)[C@H](NC(=O)[C@@H]2Cc3ccccc3CN2)c2ccccc2)cc1
  -12% | -6% | -16%
- O=C(N/N=C/c1c[nH]c2ccccc12)c1ccccc1O
  12% | ? | -16%
- COc1ccc(Oc2cccc(Cl)c2CNC(=O)CC(C)(C)CC(=O)O)cc1
  -2% | -6% | 12%
- O=C(NCC(=O)N1CCN(C(=O)c2ccco2)CC1)c1ccccc1
  12% | -3% | -3%

The list is partial; count on the stated rates, not on these rows.
